Screens: PubChem BioAssay, several laboratories
Rin1-Abl PPI inh = inhibitors of Rin1-Abl protein binding, primary screen, biochemical, TR-FRET. inhibition, % at 7.35 µM. AID 588664, 2011. 360,000 tested, 0.4% active. Tyrosine-protein kinase ABL1 (Homo sapiens) + Ras and Rab interactor 1 (Homo sapiens), …; in the data active means inhibition above about 5%, passing the limit was not always enough
MsrA inh = bovine MsrA enzyme inhibitors, primary screen, biochemical, absorbance, HTS; purified bovine MsrA, absorbance read-out; inhibition, % at 15.5 µM; 360,000 tested, 0.75% active; Methionine sulfoxide reductase A (Bos taurus); AID 651718, 2012; in the data active means inhibition above about 4.5%;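 further: 0% = vehicle wells with enzyme and 100% = reference inhibitor wells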
FAS-TE inh = FAS thioesterase domain inhibitors, primary screen, biochemical, fluorescence intensity, uHTS. Fatty acid synthase (Homo sapiens), P49327. recombinant FAS-TE, OMFH fluorogenic substrate, fluorescence endpoint. inhibition, % at 15 µM. 360,000 tested, 0.67% active;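 active means compounds whose normalised, plate-corrected inhibition of enzyme fluorescence in the single-dose primary screen is 50% or more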;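 further: 0% = DMSO with enzyme and 100% = substrate without enzyme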
MsrA act = bovine MsrA enzyme activators, primary screen, biochemical, absorbance, HTS. purified bovine MsrA, absorbance read-out. activation, % at 10.6 µM. 360,000 tested, 0.3% active. AID 602163, 2012; in the data active means activation above about 7.5%;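 further: 0% = vehicle and 100% = reference activator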
CSN inh = inhibitors of CSN-mediated cullin deneddylation, primary screen, biochemical, fluorescence polarization, uHTS. 360,000 tested, 0.38% active. inhibition, % at 12.5 µM. Purified CSN, SCF-Nedd8-OG deneddylation. COP9 signalosome complex subunit 5 (Homo sapiens), Q92905;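 active means pattern-corrected inhibition above about 35%, with an unprinted fluorescence ratio check between 0.5 and 1.5, limit read from the data, passing the limit was not always enough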;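 further: 0% = enzyme with substrate and 100% = substrate without enzyme; some results filed as inactive read as strong as hits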
Target sequence (Q92905 whole entry, looked up, one chain of several): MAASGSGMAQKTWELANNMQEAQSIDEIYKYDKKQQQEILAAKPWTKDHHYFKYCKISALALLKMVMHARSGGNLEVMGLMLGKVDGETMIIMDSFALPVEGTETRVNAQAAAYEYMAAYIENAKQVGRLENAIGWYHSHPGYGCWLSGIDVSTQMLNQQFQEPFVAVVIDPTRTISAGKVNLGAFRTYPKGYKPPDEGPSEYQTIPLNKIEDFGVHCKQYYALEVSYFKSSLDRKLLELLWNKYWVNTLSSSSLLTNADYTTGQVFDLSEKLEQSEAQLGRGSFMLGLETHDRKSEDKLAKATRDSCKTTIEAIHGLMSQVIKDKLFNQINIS
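Material: human Csn5 produced in HEK293T cells; Input: enzyme 0.24 nM; Reagent: SCFSkp2-Nedd8OG substrate at 10 nM final; Dosing: 12.5 µM compound; Incubation: 90 min reaction at room temperature; Detection: fluorescence polarization of the substrate; Evaluation: % inhibition of substrate cleavage by Csn5; Control set: substrate-only high control, full reaction low control.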
PABP1 MLLE inh = inhibitors of PABP1 MLLE–PAM2 peptide binding, primary screen, biochemical, fluorescence polarization, FITC-PAM2, GST-MLLE. Polyadenylate-binding protein 1 (Homo sapiens), P11940. inhibition, % at 20 µM. 360,000 tested, 0.36% active; in the data active means inhibition above about 35%, passing the limit was not always enough;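 further: plate controls were DMSO wells with GST-MLLE for no effect and wells lacking GST-MLLE protein for full effect; some results filed as inactive read as strong as hits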
Neddylation inh = inhibitors of cullin neddylation, primary screen, biochemical, TR-FRET, uHTS, NAE and Ubc12; calls only at 25 µM; 360,000 tested, 0.58% active; AID 651699, 2012; in the data active means inhibition above about 36%
Tb MetRS inh = T. brucei MetRS inhibitors, primary screen, biochemical, luminescence. purified T. brucei MetRS, ATP depletion, Kinase-Glo luminescence. inhibition, % at 11.9 µM. methionyl-tRNA synthetase (Trypanosoma brucei brucei). AID 624268, 2012. 360,000 tested, 0.4% active;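 active means inhibition above a per-plate cutoff of the control wells' mean inhibition plus 3 SD, cut at about 5.5% in these data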;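 further: 0% = DMSO wells median and 100% = median of wells with control inhibitor compound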
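Material: T. brucei methionyl-tRNA synthetase, purified; reagent: substrates ATP, L-methionine and bulk Escherichia coli tRNA; dosing: 11.9 µM single point; timing: 15 min plus 2 h at 25 °C; detection: luminescence of leftover ATP; evaluation: % inhibition; control set: DMSO-only wells as low control; replicates: singlicate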
eLon inh = inhibitors of E. coli Lon protease, primary screen, biochemical, fluorescence polarization. P0A9M0. purified E. coli Lon protease. inhibition, % at 7.94 µM. 360,000 tested, 0.42% active; in the data active means inhibition above about 13%, passing the limit was not always enough;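 further: 0% = enzyme with probe and DMSO and 100% = no enzyme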
Target sequence (P0A9M0 whole entry, looked up): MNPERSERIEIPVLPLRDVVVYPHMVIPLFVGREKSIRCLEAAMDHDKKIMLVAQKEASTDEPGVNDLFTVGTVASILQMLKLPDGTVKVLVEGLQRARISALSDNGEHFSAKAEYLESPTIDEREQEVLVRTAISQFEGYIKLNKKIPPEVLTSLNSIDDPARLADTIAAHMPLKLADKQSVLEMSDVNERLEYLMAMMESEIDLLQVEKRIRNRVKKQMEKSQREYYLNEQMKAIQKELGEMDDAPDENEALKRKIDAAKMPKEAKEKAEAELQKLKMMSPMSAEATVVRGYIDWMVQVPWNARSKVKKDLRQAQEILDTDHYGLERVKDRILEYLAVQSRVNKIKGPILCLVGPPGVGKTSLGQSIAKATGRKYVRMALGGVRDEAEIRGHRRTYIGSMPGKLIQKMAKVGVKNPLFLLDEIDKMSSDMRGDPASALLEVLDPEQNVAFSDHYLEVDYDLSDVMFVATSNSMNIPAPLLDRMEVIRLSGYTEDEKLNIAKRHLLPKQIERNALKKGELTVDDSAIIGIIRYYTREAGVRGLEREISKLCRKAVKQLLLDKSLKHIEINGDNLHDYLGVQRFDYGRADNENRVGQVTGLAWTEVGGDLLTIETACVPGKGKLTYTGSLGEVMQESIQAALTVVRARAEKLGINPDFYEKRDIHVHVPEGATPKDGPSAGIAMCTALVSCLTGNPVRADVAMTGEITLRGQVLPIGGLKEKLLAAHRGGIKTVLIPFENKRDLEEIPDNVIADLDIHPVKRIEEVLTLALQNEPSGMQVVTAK
Starred values were filed as active, the others as inactive; i = inactive; x = no result given.

SMILES	Rin1-Abl PPI inh	MsrA inh	FAS-TE inh	MsrA act	CSN inh	PABP1 MLLE inh	Neddylation inh	Tb MetRS inh	eLon inh
COc1ccc(NC(=O)CN2CCN(CC(=O)Nc3ccccc3Cl)CC2)cc1	-2	-0.8	2	-7	1	1	i	-0.9	-6
Cc1onc(-c2ccccc2)c1C(=O)Nc1ccc(S(=O)(=O)NC(C)(C)C)cc1	-4	-0.8	5	0	-2	-2	i	-0.3	4
Cc1ccccc1CNC(=O)C(=O)NCCC1CCCCN1S(=O)(=O)c1ccccc1 (stereo not drawn)	-2	-0.1	16	-1	-6	5	i	0.2	10
COc1cccc(C(=O)Nc2nc3ccc(S(C)(=O)=O)cc3s2)c1	4	2.0	-3	-14	-6	17	i	-3.6	-3
O=C(Nc1ccccc1F)c1ccc(CSc2ncccn2)cc1	4	-1.5	-8	-4	4	-136	i	-1.5	-8
COc1ccc(C(=O)c2c(NC(C)=O)sc3c2CCN(C(=O)OC(C)(C)C)C3)cc1	-1	-0.6	17	-7	-3	-2	i	1.8	2
O=C(CCCN1C(=O)/C(=C\c2ccccc2)SC1=S)Nc1ccc(O)cc1C(=O)O	1	3.0	3	-4	3	3	i	0.2	-8
COCCN(C(=O)COC(=O)/C=C/c1ccccc1Cl)c1c(N)n(Cc2ccccc2)c(=O)[nH]c1=O	2	-0.1	-9	-12	1	3	i	-0.8	3
CCCCn1c(N)c(N(CCOC)C(=O)c2cccc(S(=O)(=O)N3CCCCCC3)c2)c(=O)[nH]c1=O	4	1.5	-1	-3	0	-22	i	0.2	-9
O=C(Cn1ccc(C(F)(F)F)n1)NNC(=O)c1cccnc1	1	1.1	-5	0	5	-25	i	0.0	4
Cc1cccc(S(=O)(=O)NCCc2ccccc2)c1	-1	1.4	-9	-10	-3	5	i	-1.3	-12
Cc1csc(SCC(=O)c2cc(C)n(Cc3cccs3)c2C)n1	-5	0.7	21	-2	-2	24	i	0.5	-10
COc1ccc(S(=O)(=O)N(Cc2ccco2)Cc2cc3ccccc3[nH]c2=O)cc1	3	1.2	7	-1	-3	-8	i	-0.3	0
OCC[C@H]1C[C@@H](O)[C@H](O)[C@]2(CCCCO2)O1	-1	-0.7	-2	-4	-3	18	i	-0.3	-12
COCCNC(=S)N/N=C(\C)c1ccc(C)c([N+](=O)[O-])c1	-3	0.3	-2	-7	-1	20	i	-0.8	3
CCOC(=O)C(C)Oc1ccccc1C1NC(=O)NC(C)=C1C(=O)Nc1ccc(C)c(C)c1 (stereo not drawn)	-2	0.6	0	1	-2	6	i	-0.2	7
Cc1ccc(-c2nn(-c3ccccc3)cc2CN(C)C(=O)CCC(=O)O)cc1C	4	-1.7	-3	-1	0	-6	i	0.7	-5
COc1ccc(N2CCN(C(=O)CNC(=O)c3ccccc3Cl)CC2)cc1	-8	0.2	-2	-2	4	-13	i	-0.2	0
Oc1c(Cl)cc(Cl)cc1C=Nc1cc(C(F)(F)F)ccc1N1CCc2ccccc2C1	1	2.4	19	-1	1	0	i	-1.6	-5
Cc1cc(NC(=O)CSc2nnc(-c3ccccc3)c(-c3ccccc3)n2)no1	-3	0.8	5	-4	-2	-1	i	-0.5	-10

Copied from the list:
For Rin1-Abl PPI inh, Cc1ccccc1CNC(=O)C(=O)NCCC1CCCCN1S(=O)(=O)c1ccccc1 (stereo not drawn) has the entry -2
For MsrA act, COc1ccc(N2CCN(C(=O)CNC(=O)c3ccccc3Cl)CC2)cc1 has the entry -2
For eLon inh, COc1cccc(C(=O)Nc2nc3ccc(S(C)(=O)=O)cc3s2)c1 has the entry -3
For eLon inh, COc1ccc(S(=O)(=O)N(Cc2ccco2)Cc2cc3ccccc3[nH]c2=O)cc1 has the entry 0

Reformatted with each value named: entries from further up.
COCCNC(=S)N/N=C(\C)c1ccc(C)c([N+](=O)[O-])c1
  Rin1-Abl PPI inh: -3 | MsrA inh: 0.3 | FAS-TE inh: -2 | MsrA act: -7 | CSN inh: -1 | PABP1 MLLE inh: 20 | Neddylation inh: i | Tb MetRS inh: -0.8 | eLon inh: 3

CCOC(=O)C(C)Oc1ccccc1C1NC(=O)NC(C)=C1C(=O)Nc1ccc(C)c(C)c1 (stereo not drawn)
  Rin1-Abl PPI inh: -2 | MsrA inh: 0.6 | FAS-TE inh: 0 | MsrA act: 1 | CSN inh: -2 | PABP1 MLLE inh: 6 | Neddylation inh: i | Tb MetRS inh: -0.2 | eLon inh: 7

The list continues:
SMILES	Rin1-Abl PPI inh	MsrA inh	FAS-TE inh	MsrA act	CSN inh	PABP1 MLLE inh	Neddylation inh	Tb MetRS inh	eLon inh
COc1cccc(NC(=O)c2ccccc2N2C(=O)C3C4C=CC(C4)C3C2=O)c1 (stereo not drawn)	2	-1.7	-6	-4	3	-2	i	-0.2	-13
CCC(C)NC(=O)c1ccccc1NC(=O)c1ccccc1N(C)S(C)(=O)=O (stereo not drawn)	3	0.5	-14	-10	-1	13	i	-1.1	-8
O=C(O)Cn1c(SCCOc2ccccc2F)nc2ccccc21	-3	-1.1	0	-4	3	-8	i	0.0	1
CCC(=O)NCCc1nc2cc(NC(=O)c3ccc(OC)cc3)ccc2n1C	-1	0.5	-6	-5	0	-6	i	0.2	-7
C[C@H]1CC[C@@]2(O[C@H](CCO)C[C@@H](O)[C@@H]2O)O1	2	-0.3	-10	-8	-1	-4	i	0.0	-3
CCOC(=O)c1[nH]c2ccc(OC)cc2c1NC(=O)NC(C)C	1	2.8	-1	3	3	15	x	-1.2	-2
CC1(CC(=O)N/N=C/c2cc(Br)c(O)cc2O)OCCO1	-2	6.1*	-8	-11	-3	-13	i	-1.4	4
COc1ccccc1-c1nc(-c2ccc(C)nc2OC)no1	3	-0.1	-2	-14	-4	-3	i	-1.9	-6
O=C(c1ccc(Cl)cc1)N1CCN(CCOc2ccccc2)CC1	3	0.2	-1	-1	6	-4	i	-0.5	-13
Cc1cc([N+](=O)[O-])nn1CC(=O)NCc1nc2ccccc2[nH]1	3	-0.4	-7	-2	-5	3	i	1.3	0
CCN(CC)c1ccc2c(C)c(CN3CCOCC3)c(=O)oc2c1	-7	x	-11	-4	24	-13	x	-0.5	-11
COc1ccc(S(=O)(=O)N2CCCCCC2)cc1NC(=O)Cc1ccc(OC)c(OC)c1	1	-0.5	7	0	-2	10	i	-0.2	-3
Cc1ccc(CCNC(=O)CN2CCN(Cc3ccccc3F)C2=O)cc1	-1	1.0	-7	-3	1	-12	i	-1.4	-6
CC(C)(C)CN1CCN(Cc2cc3ccccc3[nH]2)CC1CCO (stereo not drawn)	0	-1.8	-4	0	-1	-7	i	-0.5	-11
NNC(=O)CCn1c2ccccc2c2ccccc21	1	-0.6	-5	-1	1	2	i	-0.5	21*
COc1ccccc1CNC(=O)c1ccc2nc(C)c(N(C)Cc3ccc(NC(C)=O)cc3)n2c1	0	0.0	-7	-4	3	14	i	0.0	-6
FC(F)(F)c1cccc(-n2cc(-c3ccccc3)[nH]c2=S)c1	2	1.1	15	-2	-2	25	i	-1.1	-2
Cc1c(C(=O)N2CCOCC2)sc2nc(-c3ccccc3)cn12	-2	-0.1	-9	2	3	0	i	0.1	-5
Cc1ccc2c(COC(=O)c3ccccc3Br)cc(=O)oc2c1	4	-0.8	25	1	-1	1	i	-0.5	-11
CCC1(C)Cc2nc(Cl)c(C#N)cc2CO1 (stereo not drawn)	-1	-0.8	-5	-3	0	16	i	0.2	8
O=c1[nH]c(CN2CCN(S(=O)(=O)c3ccc4c(c3)OCCO4)CC2)nc2sc3c(c12)CCCC3	1	-0.2	31	-1	0	9	i	-0.2	-8
Cc1cc(OCC(=O)NCCCN2CCCC2=O)c2c(C)c(C)c(=O)oc2c1	-1	0.6	-1	-3	-2	-2	x	-0.1	-3
CN(C)Cc1c[nH]c2nccnc12	4	0.0	-8	1	7	-5	i	-0.1	-2
CC(=O)/C=C(\C)NCCNc1c(F)c(F)c(CO)c(F)c1F	2	-0.8	-9	-3	6	12	i	-0.6	-11
CCOC(=O)C1(Cc2ccccc2)C(=O)Nc2ccccc21 (stereo not drawn)	-1	1.3	-5	-4	-2	-1	i	-0.9	5
CC(C)CN(C(=O)c1nn(C)c(=O)c2ccccc12)c1nc2ccccc2s1	5	-0.8	9	-10	0	-1	i	-1.6	7
COc1ccc(CN2CCNC(=O)C2CC(=O)NCCC2=CCCCC2)c(F)c1 (stereo not drawn)	3	-1.4	5	-6	1	2	i	-0.3	-2
O=C(Cc1ccc(Br)cc1)OCC(=O)c1ccc[nH]1	3	-0.9	-2	-2	-1	-2	i	-0.2	-19
O=C(CCCc1nc(-c2ccccc2Cl)no1)NCc1cccnc1	0	1.2	-8	-1	2	-18	i	0.5	-12
Cc1cc(C)cc(OCc2nc3ncc(Br)cc3[nH]2)c1	-1	0.9	-4	-2	7	-26	i	0.5	-12
Cc1ccc(/C=N/n2c(COc3ccccc3)n[nH]c2=S)o1	1	1.3	-9	-5	-3	-17	i	-0.4	11
Cc1ccc(NS(=O)(=O)c2cc(C(=O)NCCSc3ccc(C)cc3)ccc2C)cc1	-5	-1.2	32	-1	-6	9	i	0.0	-6
CCOc1ccc(C(=O)C2CCN(CC(=O)Nc3nccs3)CC2)cc1	4	-1.9	-5	-2	-2	3	i	-0.1	-11
Cc1cc(-n2ccc(=O)[nH]c2=O)nc(-c2ccccc2)n1	-1	-0.7	-5	0	-4	-10	i	-0.3	-10
O=[N+]([O-])c1cccc(CSc2nnc(Cc3ccccc3)n2-c2ccc(F)cc2)c1	0	-0.5	30	-9	-11	-10	i	-1.2	3
CC(C)=CC(=O)OCC(=O)Nc1ccc(SC(F)F)cc1	-1	0.1	7	-3	5	11	i	-0.2	-7
S=C(NN=C1CCN(Cc2ccccc2)CC1)NC1CCCCC1	-1	0.7	10	-7	-5	4	i	-1.0	-9
O=C(OCc1cc2ccccc2[nH]c1=O)c1cccnc1	2	-0.2	-5	-1	-2	-6	i	-0.4	2
Cc1ccc(S(=O)(=O)Nc2nc(C)c(C(=O)N/N=C/c3ccccc3)s2)cc1	-1	3.4	1	-3	2	3	i	0.0	4
COc1ccccc1NC(=O)Nc1nc(CC(=O)N2CCN(c3ccccc3F)CC2)cs1	3	-0.7	35	-9	-6	-9	i	-0.7	-9
CN(C)/C=C/C(=O)c1ccccc1F	0	0.1	-3	2	0	-28	i	-0.7	4
Cc1ccc(NC(=O)CCN2C(=O)c3ccccc3C2=O)cc1C	2	x	-5	-1	3	-1	i	-0.5	10
CCOc1ccc(C(=O)N[C@H](C(=O)Nc2ccc(OC)c(S(=O)(=O)N3CCOCC3)c2)C(C)C)cc1	-1	0.0	0	-2	2	-18	i	-0.6	10
CN1CCN(Cc2c(C(=O)N/N=C/c3cccc(Br)c3)nnn2-c2nonc2N)CC1	1	0.6	-3	0	3	2	i	0.4	-1
CCCCOc1ccc(CN2CCC(O)CC2)cc1	5	-1.7	-7	-2	-1	-3	i	-0.4	2
O=C(COC(=O)c1ccc(S(=O)(=O)N2CCCCCC2)cc1)NCc1ccc(Cl)cc1	3	-1.5	-4	2	-4	-10	i	-0.1	-20
COc1ccc(C(CNC(=O)c2c(C)nn(Cc3ccccc3)c2Cl)N2CCOCC2)cc1 (stereo not drawn)	3	-0.9	-2	-9	-5	6	i	-0.2	-4

Outcome played no part in choosing rows; any-hit rate near 4%.
